Screens as filed in PubChem BioAssay.
HIF act: HIF pathway transcriptional activation; U2OS HRE-luciferase reporter, luminescence; normalized: DMSO 0%, desferrioxamine 100%; activation, % at 7.5 µM (by protocol); 300,000 compounds, 0.32% hits;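 active means mean activation of at least 10% of the iron chelator positive control signal, with at least half of replicates also reaching 10%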
KLF5 inh: inhibitors of KLF5 expression. DLD-1 KLF5 promoter-luciferase reporter, luminescence. inhibition, % at 5 µM. 290,000 compounds, 0.23% hits. AID 1700;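 active means inhibition above a per-plate limit of that plate's mean compound inhibition plus 3 SD, cut at about 60% in these data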;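 further: 0% = DMSO wells and 100% = LY294002 at 200 µM; higher means less KLF5 promoter-driven luciferase light; inactives centre near -14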
aSyn UTR inh: MLPCN primary screen, SNCA 5' untranslated region; inhibition, % (tested at 7.5 µM); alpha-synuclein 5'UTR reporter, inhibitor activity; AID 1813; 300,000 compounds, 0.82% hits; in the data active means inhibition above about 60%;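 further: H4 neuroglioblastoma cells stably carrying SNCA 5'UTR luciferase fusion; 0% = DMSO wells and 100% = positive control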
TRPC6 inhibitor: blocks the mouse TRPC6 cation channel. HEK293-TRPC6, membrane potential dye, ACh-evoked depolarization; stronger effect = lower value. B-score at 10 µM. 310,000 compounds, 1.1% hits. AID 2553;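 active means B-score under library mean minus 3 SD, initial fluorescence not abnormally high, positive integrated signal ratio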;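 further: B-score derived from integrated fluorescence ratio over the kinetic read; more negative B-score means stronger inhibition of depolarization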
Target sequence (Q61143 whole entry, looked up): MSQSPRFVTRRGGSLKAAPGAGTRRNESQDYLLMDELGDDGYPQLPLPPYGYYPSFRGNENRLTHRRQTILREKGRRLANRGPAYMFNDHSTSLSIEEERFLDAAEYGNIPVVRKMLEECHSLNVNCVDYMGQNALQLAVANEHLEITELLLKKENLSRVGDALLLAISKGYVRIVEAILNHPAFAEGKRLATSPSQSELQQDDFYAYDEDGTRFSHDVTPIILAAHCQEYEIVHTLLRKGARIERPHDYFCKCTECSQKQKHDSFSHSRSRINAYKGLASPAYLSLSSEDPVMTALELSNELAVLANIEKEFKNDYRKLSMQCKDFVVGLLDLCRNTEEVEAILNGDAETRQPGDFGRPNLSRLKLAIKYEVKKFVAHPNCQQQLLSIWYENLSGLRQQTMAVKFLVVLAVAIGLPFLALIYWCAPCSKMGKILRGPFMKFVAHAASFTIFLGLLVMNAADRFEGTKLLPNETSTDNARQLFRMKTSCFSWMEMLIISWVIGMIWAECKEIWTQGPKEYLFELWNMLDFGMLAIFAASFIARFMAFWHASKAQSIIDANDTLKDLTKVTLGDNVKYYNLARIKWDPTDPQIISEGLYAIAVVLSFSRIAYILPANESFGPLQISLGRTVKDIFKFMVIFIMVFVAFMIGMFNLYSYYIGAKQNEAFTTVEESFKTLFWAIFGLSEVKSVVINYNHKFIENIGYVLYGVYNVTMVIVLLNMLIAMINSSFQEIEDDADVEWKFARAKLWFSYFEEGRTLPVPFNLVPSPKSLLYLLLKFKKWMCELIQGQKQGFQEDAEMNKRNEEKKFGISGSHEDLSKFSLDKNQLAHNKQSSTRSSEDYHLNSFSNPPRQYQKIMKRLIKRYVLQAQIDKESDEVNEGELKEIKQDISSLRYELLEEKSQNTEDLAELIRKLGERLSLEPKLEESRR
TRPC4 PAM: allosterically enhances the mouse TRPC4 cation channel; Q9QUQ5; HEK293 TRPC4beta/mu-opioid, DAMGO EC20, Fluo-4 Ca2+ flux; stronger effect = higher value; B-score at 10 µM; 310,000 compounds, 0.42% hits; AID 2227;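 active means B-score of calcium response area above 5 SD of library B-scores, with initial fluorescence ratio within 5 SD of library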;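 further: B-score of integrated fluorescence ratio over time as area under calcium response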
TRPC4 block: blocks the mouse TRPC4 cation channel; AID 2247; 300,000 compounds, 0.39% hits; Q9QUQ5; HEK293 TRPC4beta/mu-opioid, DAMGO-evoked Fluo4 calcium flux; stronger effect = lower value; B-score at 10 µM;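 active means B-score over 3 SD under the library average, no early fluorescence shift, positive overall ratio signal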
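Assay system: Stable TRPC4beta/mu-opioid receptor HEK293 cells | Reagent: DAMGO in two steps, submaximal then maximal | Compound dosing: Single concentration per test compound | Signal: Fluo4 Ca2+ flux fluorescence | Evaluation: Per-well B score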
IEC-6 cytotox: counter-screen for KLF5 inhibitors: cytotoxicity in IEC-6 cells; 290,000 compounds, 0.78% hits; IEC-6 cytotoxicity, luminescence viability; inhibition, % at 5 µM; in the data active means inhibition above about 22%;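 further: 0% = plate median of test compound wells and 100% = cytotoxic reference compound wells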
TRPC6 activator: activates the mouse TRPC6 cation channel | Q61143 | HEK293-TRPC6 membrane potential dye fluorescence; stronger effect = higher value | B-score at 10 µM | 310,000 compounds, 0.13% hits;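 active means B-score of the integrated fluorescence ratio above library mean plus 3 SD, and starting fluorescence ratio within library mean plus 5 SD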;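 further: higher score means more depolarization so channel activation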
TRPC4 act: activators of mouse TRPC4 channel; HEK293 TRPC4beta/mu-opioid, Fluo4 calcium fluorescence; stronger effect = higher value; B-score at 10 µM; Q9QUQ5; 310,000 compounds, 0.49% hits;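 active means B-score above 5 SD of library B-scores, and initial fluorescence ratio not above library mean plus 5 SD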;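 further: positive B-score marks a calcium rise read as TRPC4 activation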
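System – HEK293 cells stably co-expressing mouse TRPC4beta and mu-opioid receptor · Signal – Fluo4 calcium-sensitive dye fluorescence, kinetic, 1 Hz baseline · Benchmarks – buffer (low) and maximal DAMGO (high) · Read-out – B score of integrated fluorescence ratio per well · Incubation – dye loading 45 min room temperature, 110 s kinetic read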
MrgX1 antagonist: human MrgX1 receptor antagonism, primary screen; Q96LB2; MRGX1-HEK293 calcium flux, Fluo-4, BAM8-22 antagonism; stronger effect = lower value; B-score at 10 µM; 310,000 compounds, 1.3% hits;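 active means calcium-response B-score plate-corrected more than 3 library SD below zero, starting fluorescence within 5 deviations, no agonist response on first addition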;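 further: peak minus trough fluorescence over baseline after final BAM8-22 challenge near maximal dose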
SKKanGAS inh: blocks kanamycin growth of S. pyogenes SKKanGAS strain; 300,000 compounds, 1.3% hits; BacTiter-Glo, 6 h; inhibition, % at 7.5 µM;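 active means mean replicate score, as percent of positive control median, at least 50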;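 further: strain carries kanamycin resistance gene driven by streptokinase promoter and grows in 40 µg/ml kanamycin; loss of luminescence reflects streptokinase promoter inhibition or plain growth inhibition; 0% = median of DMSO wells and 100% = positive control at its reference dose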
* hit, by the source's call; i = inactive; nt = no result given. Not a hit list; any-hit rate near 5.8%.

SMILES	HIF act	aSyn UTR inh	MrgX1 antagonist	TRPC4 block	SKKanGAS inh	TRPC6 activator	TRPC6 inhibitor	IEC-6 cytotox	TRPC4 PAM	TRPC4 act	KLF5 inh
Cc1nn(Cc2ccc(C(=O)O)o2)c(C)c1[N+](=O)[O-]	0.0	-2	i	i	-9	i	i	-8	i	i	-5
CCOC(=O)c1sc2nc(SCC#N)n(CC3CCCO3)c(=O)c2c1C (stereo unspecified)	-0.4	-6	i	i	12	i	i	2	i	i	-30
CCOc1ccc(-c2nnn(CC(=O)c3cc(OC)ccc3OC)n2)cc1	-0.2	14	-4.7*	i	9	i	i	2	i	i	-11
CCN(CC)S(=O)(=O)c1ccc(/C=C/C(=O)N(c2ccccn2)C2CCCCC2)cc1	-0.4	29	i	i	-3	i	i	-1	i	i	-18
CC(C)(C)NC(=O)CN(Cc1ccc(F)cc1)C(=O)Cn1nnc(-c2ccc(F)cc2)n1	0.1	0	i	i	-1	i	i	-4	i	i	-9
CC(OC(=O)c1cccnc1Cl)C(=O)Nc1ccc2c(c1)OCCO2 (stereo unspecified)	0.5	13	i	i	-17	i	i	3	i	i	3
Cc1csc(NC(=O)C2CCCN2C(=O)Oc2ccccc2)n1 (stereo unspecified)	0.2	22	i	i	3	i	i	3	i	i	-6
CC(=O)N1c2ccc(S(=O)(=O)N3CCCC3C(=O)Nc3cccc(F)c3)cc2CC1C (stereo unspecified)	0.0	6	i	i	1	i	i	-8	i	i	5
COc1ccc(C(=O)Nc2nnc(Cc3cccs3)s2)cc1OC	-0.8	26	i	i	3	i	i	4	i	i	14
CC1=Nn2c(nnc2-c2ccccn2)SC1	0.0	-7	i	i	-1	i	i	-8	i	i	0
COc1ccccc1C(=O)Oc1ccc(C(C)(C)C)cc1	-12	6	i	i	23	i	i	-1	i	i	-33
CCc1cc2c(N3CCN(c4nnc(CC)s4)CC3)ncnc2s1	0.7	-3	i	i	-4	i	i	0	i	i	-38
CCCC1CCC(c2ccc(OCC)cc2)=CC1=O (stereo unspecified)	2.6	-216	i	i	-6	i	i	11	i	i	-111
O=C(Cc1ccccc1)NC1CCN(C(=O)NCc2ccccc2)CC1	-0.6	11	i	i	1	i	i	0	i	i	1
CCn1c(=O)n(CC)c2cc(S(=O)(=O)N3CCC(c4ccccc4)CC3)ccc21	-0.4	28	-7.1*	i	-3	i	i	-5	i	i	-26
Cc1cc(C)cc(NC(=O)c2ccccc2CC[N+](=O)[O-])c1	0.1	-24	i	i	1	i	i	-4	i	i	-31
Fc1ccccc1COc1ccc(Br)cc1CNCC1CCCO1 (stereo unspecified)	-0.5	10	i	-6*	-8	i	i	0	i	i	-16
Cc1ccc(S(=O)(=O)N(CC(O)CN2CCOCC2)c2cc(Cl)ccc2Cl)cc1 (stereo unspecified)	-0.3	-12	i	i	-1	i	i	-2	i	i	13
Cc1cccc(N2C(=O)N3[C@H](c4ccc(Br)cc4)[C@@H]4C(=O)N(C(C)(C)C)C(=O)[C@@H]4[C@]3(Cc3ccc(Cl)cc3)C2=O)c1	0.9	10	i	i	-3	i	i	10	i	i	-25
Cc1nc2c(-c3ccc(F)cc3)cnn2c(N)c1-c1ccc(F)cc1	2.0	-150	i	i	7	i	i	-1	i	i	-145

Further records follow.
SMILES	HIF act	aSyn UTR inh	MrgX1 antagonist	TRPC4 block	SKKanGAS inh	TRPC6 activator	TRPC6 inhibitor	IEC-6 cytotox	TRPC4 PAM	TRPC4 act	KLF5 inh
CS(=O)(=O)N(CC(=O)N1CCCC1)c1cccc(Cl)c1	-0.1	8	i	i	0	i	i	-8	i	i	-15
Cc1cccc(NC(=O)C2C(c3ccccc3)C2(Cl)Cl)c1C (stereo unspecified)	-0.1	17	i	i	12	i	i	6	i	i	-16
COC(=O)c1ccc2c(=O)n(CCCCCC(=O)O)c(=S)[nH]c2c1	-3.3	17	i	i	8	i	i	-4	i	i	0
Cc1ccsc1/C=N/NC(=O)C1C(=O)NCC1c1ccccc1 (stereo unspecified)	-0.1	-20	i	i	46	i	i	-5	i	i	9
O=C(Nc1ccccc1)c1cn(CCBr)cn1	-0.3	-7	i	i	-1	i	i	nt	i	i	nt
O=C(O)CCCC(=O)Nc1ccccc1Oc1ccccc1	-0.3	-21	i	i	-2	i	i	-6	i	i	-16
OC(CN1CCOCC1)Cn1cnc2ccccc21 (stereo unspecified)	0.4	-3	i	i	2	i	i	-4	i	i	-30
Cc1cccc(C(=O)N2CCC(N3CCC(C(=O)N4CCOCC4)CC3)CC2)c1	-0.3	-1	i	i	10	i	i	-3	i	i	-9
Cc1nc2nc(SCC(=O)NCCCN3CCCC3)nn2c(C)c1Cc1ccccc1Cl	1.2	-7	i	i	-6	i	i	-1	i	i	-7
O=C(CSc1nnc(CNC(=O)c2ccco2)o1)Nc1ccc(F)cc1	-0.2	-26	i	i	-8	i	i	-2	i	i	-29
COc1cccc(CN2CCN(CC#Cc3ccccc3)CC2CCO)c1 (stereo unspecified)	-0.6	2	i	i	1	i	i	2	i	i	-34
Cc1ccccc1NS(=O)(=O)c1cc2c(cc1C)NC(=O)CO2	-0.7	1	i	i	0	i	i	11	i	i	-15
Cc1cc(S(=O)(=O)Nc2ccc(C(=O)NCC(c3ccco3)N3CCCCC3)cc2)ccc1F (stereo unspecified)	0.2	4	i	i	0	i	i	nt	i	i	nt
Cc1cc(C)nc(SC/C=C/c2ccccc2)n1	-12	-89	i	i	12	i	i	-8	i	i	-19
CC(=O)c1ccc2c(c1)Nc1ccccc1S2	0.9	-11	i	i	-4	i	i	9	i	i	-17
COc1cccc(NC(=O)c2ccc(-c3ccccc3[N+](=O)[O-])o2)c1	5.8	-100	i	i	11	i	i	5	i	i	6
CC(C)CCNC(=O)c1c(CSc2ccccc2)noc1C(=O)NCc1ccccc1	0.4	22	i	i	27	i	i	nt	i	i	nt
CCCNC(=O)N1C2=NC(C(=O)OC)=C(C(=O)OC)[C@@H]3N(Cc4ccccc4)c4ccccc4[C@]23C[C@H]1CO	-0.1	-1	i	i	-2	i	i	nt	i	i	nt
CCCCn1c(N)c(N(CCC(C)C)C(=O)c2ccc(C)c(S(=O)(=O)N3CCOCC3)c2)c(=O)[nH]c1=O	0.1	-7	i	i	-11	i	i	nt	i	i	nt
c1ccc(C2CN3CCSC3=N2)cc1 (stereo unspecified)	0.2	-10	i	i	-3	i	i	-2	i	i	16

(next part)
SMILES	HIF act	aSyn UTR inh	MrgX1 antagonist	TRPC4 block	SKKanGAS inh	TRPC6 activator	TRPC6 inhibitor	IEC-6 cytotox	TRPC4 PAM	TRPC4 act	KLF5 inh
COCCNC(=O)CN1CCC(NC(=O)C(C)(C)C)CC1	nt	1	i	i	-2	i	i	-4	i	i	-10
O=C(NCc1ccco1)c1ccc(N2CCOCC2)c([N+](=O)[O-])c1	0.0	-19	i	i	-5	i	i	4	i	i	7
COc1ccccc1N1CCN(/N=C/c2cc(Br)ccc2F)CC1	1.1	-93	i	i	32	i	i	5	i	i	-34
CCCC(=O)C1=C(O)C(C(=O)OC)C(C)(C)CC1=Nc1ccccc1 (stereo unspecified)	0.0	25	i	i	3	i	i	3	i	i	0
COc1ccc(Cl)cc1NS(=O)(=O)c1cc(Br)cnc1N	0.1	16	i	i	0	i	i	4	i	i	-9
O=C(CN1C(=O)c2ccccc2C1=O)Nc1ccccc1C(=O)N1CCCC1	-0.1	-4	i	i	4	i	i	-5	i	i	-13
O=C(c1cnc(Cl)c(Cl)c1)N1CCN(S(=O)(=O)c2ccc(F)cc2)CC1	0.1	7	i	i	-2	i	i	3	i	i	-11
CC(Sc1nnc2ccccn12)C(=O)Nc1ccc2c(c1)OCCO2 (stereo unspecified)	0.8	-45	i	i	-12	i	i	-2	i	i	-67
Clc1nc(Cl)nc(-c2cn(-c3ccccc3)c3ccccc23)n1	-0.1	8	i	i	5	i	i	6	i	i	0
CN(Cc1cn(C)nc1-c1ccccc1F)CC1CCCCO1 (stereo unspecified)	0.2	-9	i	i	-3	i	i	-3	i	i	-12
Cc1onc(-c2c(Cl)cccc2Cl)c1NC(=O)N(C)N	-0.4	-23	i	i	8	i	i	8	i	i	-4
CC1CCCCC1NC(=O)COC(=O)Cc1ccc(Br)cc1 (stereo unspecified)	-0.4	5	i	i	-1	i	i	0	i	i	-48
Cc1[nH]nc2c1C(c1ccc(F)cc1)C1=C(CC(C)(C)CC1=O)N2 (stereo unspecified)	-0.4	18	i	i	-7	i	i	-2	i	i	-34
C/C(=N/NS(=O)(=O)c1ccc(C)cc1C)c1ccc2c(c1)OCO2	-0.4	-12	i	i	-6	i	i	-1	i	i	2
COc1ccc(N=Cc2c(C)[nH][nH]c2=O)cc1	1.0	-29	i	i	-11	i	i	0	i	i	-24
Cc1c(N2C(=O)CSC2c2ccc([N+](=O)[O-])cc2)c(=O)n(-c2ccccc2)n1C (stereo unspecified)	-0.3	8	i	i	4	i	i	-1	i	i	-26
CN1CCc2c(OCC(=O)N3CCCc4ccccc43)cccc2C1=O	-0.4	24	i	i	1	i	i	1	i	i	-18
Cc1cccc(C(=O)N2CCNC(=O)C2CC(=O)Nc2cccc(Cl)c2)c1 (stereo unspecified)	0.2	2	i	i	-5	i	i	5	i	i	-41
Cn1c(SCc2cc(=O)[nH]c3ccccc23)nnc1-c1ccco1	0.2	7	i	i	-1	i	i	1	i	i	-19
COCCCNC(=O)/C=C/c1cccc(Cl)c1	1.6	1	i	i	0	i	i	-2	i	i	2
CCCCN(CC)C(=O)Cn1ncc2c1-c1cc(C)ccc1OC2	-0.4	-3	i	i	-3	i	i	6	i	i	-12
